Screening results deposited in PubChem by several laboratories.
TRPC4 act – activators of mouse TRPC4 channel. Q9QUQ5. HEK293 TRPC4beta/mu-opioid, Fluo4 calcium fluorescence; stronger effect = higher value. B-score at 10 µM. 310,000 compounds, 0.49% hits. AID 2237;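 active = B-score above 5 SD of library B-scores, and initial fluorescence ratio not above library mean plus 5 SD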;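 also: positive B-score marks a calcium rise read as TRPC4 activation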
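Incubation: 45 min room-temperature Fluo4 loading, 110 s read / System: HEK293 cells stably co-expressing mouse TRPC4beta and mu-opioid receptor / Signal: Fluo4 fluorescence, kinetic / Control set: buffer (low) and maximal DAMGO (high) / Measure: integrated baseline-normalised fluorescence ratio, converted to per-well B score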
KCNK3 block – human KCNK3 channel inhibition, primary screen. B-score at 10 µM. CHO-KCNK3 thallium flux, FluxOR fluorescence; stronger effect = lower value. 340,000 compounds, 0.84% hits. O14649;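 active = B-score under library mean minus 4 SD, starting fluorescence ratio at most library mean plus 5 SD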;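 also: more negative B-score means stronger inhibition of thallium flux through KCNK3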
Target sequence (O14649 whole entry, looked up): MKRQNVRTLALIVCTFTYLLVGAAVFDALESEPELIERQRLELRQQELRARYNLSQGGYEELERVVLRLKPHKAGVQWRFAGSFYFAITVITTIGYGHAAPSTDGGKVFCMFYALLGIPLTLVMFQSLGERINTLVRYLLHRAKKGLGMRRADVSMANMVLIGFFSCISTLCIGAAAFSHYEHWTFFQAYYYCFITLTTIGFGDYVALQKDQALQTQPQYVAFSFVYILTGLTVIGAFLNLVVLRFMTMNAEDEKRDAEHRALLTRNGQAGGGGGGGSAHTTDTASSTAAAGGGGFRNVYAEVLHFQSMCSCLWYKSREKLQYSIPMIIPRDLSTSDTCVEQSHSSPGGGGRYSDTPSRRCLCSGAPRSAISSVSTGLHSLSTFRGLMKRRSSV
KCNQ1 inh – inhibitors of human KCNQ1 potassium channel | 310,000 compounds, 1.3% hits | B-score at 10 µM | P51787 | AID 2642 | CHO-K1 KCNQ1, FluxOR thallium flux fluorescence; stronger effect = higher value;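 active = compounds whose thallium flux B-score, printed positive for inhibition, exceeds three library SD while starting fluorescence stays within three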;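 also: channel opened by potassium depolarization with thallium stimulus after 20 min compound exposure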
Platelet DG rel – modulates dense granule release in human platelets; human platelet-rich plasma, SFLLRN dense granule ATP release, luminescence; inhibition, %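 (compounds screened at 7.5 µM in platelet-rich plasma)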; 300,000 compounds, 0.22% hits; AID 1663;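 active = mean replicate score, as percent of positive control, at or above 50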
hERG protect – shields human hERG channel from block by proarrhythmic agents. Q12809. CHO-hERG, FluxOR thallium flux, dofetilide IC70 present. activation (rescue from dofetilide block), less the hit threshold, % at 10 µM. 310,000 compounds, 0.51% hits. AID 1511;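 active = activation above the mean of controls blocked by dofetilide plus 5 SD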;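 also: thallium influx through hERG after potassium depolarization seen as dye fluorescence rise; in these data hits start at about 4.7%; inactives centre near -7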
TRPC4 PAM – TRPC4 (mouse) allosteric potentiation; AID 2227; Q9QUQ5; HEK293 TRPC4beta/mu-opioid, DAMGO EC20, Fluo-4 Ca2+ flux; stronger effect = higher value; B-score at 10 µM; 310,000 compounds, 0.42% hits;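 active = B-score of calcium response area above 5 SD of library B-scores, with initial fluorescence ratio within 5 SD of library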;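 also: B-score of integrated fluorescence ratio over time as area under calcium response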
Dyrk1A ADPGlo – Dyrk1A (rat) kinase inhibition | inhibition, % at 12.5 µM | 310,000 compounds, 0.43% hits | ADP-Glo luminescence, NFATc1 peptide | Q63470; in the data active = inhibition above about 50%;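 also: plate controls were vehicle with enzyme for no effect and no enzyme for full effect; many of its hits are not listed in these tables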
TRPC4 block – inhibitors of mouse TRPC4 channel. 300,000 compounds, 0.39% hits. B-score at 10 µM. Q9QUQ5. HEK293 TRPC4beta/mu-opioid, DAMGO-evoked Fluo4 calcium flux; stronger effect = lower value. AID 2247;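 active = B-score over 3 SD under the library average, no early fluorescence shift, positive overall ratio signal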
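Assay system: HEK293 cells with stable TRPC4beta plus mu-opioid receptor expression. Dosing: single dose. Measured by: Fluo4 Ca2+ flux fluorescence. Also added: DAMGO in two steps, submaximal then maximal. Read-out: B score from integrated Fluo4 fluorescence ratio.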
PolyA inh – blocks polyadenylation in yeast reporter cells | S. cerevisiae SKY197-pL101 polyadenylation reporter, beta-gal luminescence; efflux-impaired pdr1/pdr3 knockout yeast; score 100 = 6 SD above DMSO | calls only at 12 µM | 300,000 compounds, 0.02% hits | AID 1875;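 active = lowest replicate activity score at least 50, where 100 means six control SD above control mean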;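 also: yeast exposed to compound for 9 h at 30 °C; higher score means more reporter readthrough which indicates perturbed polyadenylation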
KCNQ1 act – human KCNQ1 channel potentiation or activation. P51787. CHO-K1 KCNQ1, thallium flux FluxOR fluorescence; stronger effect = higher value. B-score at 10 µM. 310,000 compounds, 0.35% hits. AID 2648;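 active = fluorescence ratio B-score, a plate-corrected score, at least three library SD, with initial intensity B-score within 5 SD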
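System: Stable KCNQ1 CHO-K1 line | Incubation: 90 min dye loading and 20 min compound exposure, both at room temperature | Measure: Ratio B score | Medium: Assay buffer for compound exposure, DMSO matched across wells | Compound dosing: Single-concentration screen | Probe or stimulus: K+/Tl+ depolarizing stimulus | Measured by: Kinetic FluxOR fluorescence, 10 s baseline plus 110 s post-stimulus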
KCNK9 block – human KCNK9 channel inhibition | Q9NPC2 | HEK293 KCNK9, FluxOR thallium flux fluorescence; stronger effect = lower value | B-score at 10 µM | 310,000 compounds, 1.2% hits | AID 488922;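 active = ratio B-score over 3 SD below the library mean, with starting fluorescence within 5 SD of its mean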;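 also: negative B-score means less thallium flux so channel inhibition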
Target sequence (Q9NPC2 whole entry, looked up): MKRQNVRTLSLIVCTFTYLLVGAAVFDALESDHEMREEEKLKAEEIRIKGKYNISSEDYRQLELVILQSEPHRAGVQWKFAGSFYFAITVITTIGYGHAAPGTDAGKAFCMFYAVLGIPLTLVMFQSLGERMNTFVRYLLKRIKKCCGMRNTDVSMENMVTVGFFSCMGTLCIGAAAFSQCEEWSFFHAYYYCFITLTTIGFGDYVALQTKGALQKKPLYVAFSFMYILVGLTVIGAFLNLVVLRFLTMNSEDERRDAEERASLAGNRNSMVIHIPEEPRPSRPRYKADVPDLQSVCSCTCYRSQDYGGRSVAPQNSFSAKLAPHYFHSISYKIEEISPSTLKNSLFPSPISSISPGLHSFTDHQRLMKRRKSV
Numbers without * were called inactive; i = inactive; · = no result given. Some of the compounds tested; the hit share may differ from the screen's.

Sequence of screens – TRPC4 act, KCNK3 block, KCNQ1 inh, Platelet DG rel, hERG protect, TRPC4 PAM, Dyrk1A ADPGlo, TRPC4 block, PolyA inh, KCNQ1 act, KCNK9 block
1. COc1ccc2c(c1)C(C)CC(C)(C)N2C(=O)CSc1nc2ccccc2s1 (centres undefined)
→ i, i, i, -1.0, -4.5, i, -3.6, i, i, i, i
2. Cc1ccc(-n2c(SCC(=O)NCc3ccco3)nnc2-c2cccnc2)c(C)c1
→ i, i, i, 11.8, -11.3, i, -3.2, i, i, i, i
3. O=C(CSc1ncnc2sc3c(c12)CCCC3)c1ccccc1
→ i, i, i, ·, -8.6, i, 0.2, i, i, i, i
4. CN(CCC1CCOCC1)C(=O)C1CCC(=O)N(CCc2ccccc2)C1 (centres undefined)
→ i, i, i, 5.5, -9.3, i, 7.2, i, i, i, i
5. O=C(COc1c(Br)cc(Br)cc1Br)N/N=C/c1ccco1
→ i, i, i, ·, -4.5, i, ·, i, ·, i, i
6. CCCCC(=O)Nc1cccc(-c2cn3ccsc3n2)c1
→ i, i, i, 5.1, -7.3, i, -0.2, i, i, i, i
7. Cn1cccc1/C=C1\SC(=O)N(CC(=O)Nc2ccc(Cl)cc2)C1=O
→ i, i, i, 7.7, 0.0, i, -2.8, i, i, i, i
8. COc1ccc(OC)c(NC(=O)CSc2nc3cccnc3n2C)c1
→ i, i, i, ·, -6.6, i, -7.9, i, i, i, i
9. CCOc1cc(C2Nc3cccc4cccc(c34)N2)ccc1O
→ i, i, i, 2.0, -20.3, i, 2.1, i, i, i, i
10. COc1ccc2c(c1OC)C(=O)N1C2SC[C@H]1C(=O)NC1CCCC1 (some centres undefined)
→ i, i, i, 6.6, 1.5, i, -12.7, i, i, i, i
11. COc1ccccc1C(=O)NC(=S)N1CCc2ccccc21
→ i, i, i, -9.0, -16.3, i, 3.5, i, i, i, i
12. CC(c1ccccc1)C1C(C#N)=C(N)OC2=C1C(=O)CC(C)(C)C2 (centres undefined)
→ i, i, i, 11.5, -21.0, i, 6.4, i, i, i, i
13. CCc1nnc(NC(=O)C23CC4CC(CC(C4)C2)C3)s1
→ i, i, i, 1.5, -8.1, i, 11.5, i, i, i, i
14. COc1ccccc1-c1ccc(SCC(=O)NC2CCCC2)nn1
→ i, i, i, -0.4, -10.8, i, -3.9, i, i, i, i
15. O=C(Nc1cc(C(F)(F)F)ccc1F)C1CCCCC1
→ i, i, i, -7.4, -11.7, i, -0.4, i, i, i, i
16. CN=C(NC(=O)Nc1c(C)cccc1C)NC(=O)Nc1c(C)cccc1C
→ i, i, i, -0.1, -7.8, i, 0.6, i, i, i, i
17. CN(Cc1ccccc1)c1nc(CN2CCOCC2)nc2scc(-c3ccccc3)c12
→ i, i, i, -8.1, -11.8, i, 4.7, i, i, i, i
18. CC(C)(C)CN1CCC(Oc2cccc(C(=O)NCCCOc3cccnc3)c2)CC1
→ i, i, i, -3.2, -6.2, i, ·, i, i, i, i
19. CCN(CC(=O)Nc1ccc(NC(C)=O)cc1)C(=O)Cc1ccccc1F
→ i, i, i, -9.5, -5.6, i, -3.0, i, i, i, i
20. Cc1cccc(N2CCN(C(=O)CS(=O)(=O)Cc3nc(-c4ccccc4F)oc3C)CC2C)c1 (centres undefined)
→ i, i, i, -1.4, -16.1, i, -0.3, i, i, i, i
21. Cc1c2ccccc2nc2c(F)c(NC(C)C)c(F)c(F)c12
→ i, i, i, -8.2, -7.1, i, -4.3, i, i, i, i
22. Cc1nc(CC(=O)N2CCN(S(=O)(=O)c3ccccc3C#N)CC2)cs1
→ i, i, i, 2.4, 1.0, i, 2.4, i, i, i, i
23. Cc1ccc(OCCC(=O)OC(C)C(=O)NC2CC2)cc1 (centres undefined)
→ i, i, i, 0.8, -4.1, i, -4.4, i, i, i, i
24. Cc1ccc(N(Cc2ccc([N+](=O)[O-])cc2)C(=O)c2ccco2)cc1
→ i, i, i, -0.5, -16.4, i, 4.8, i, i, i, i
25. CSCC(=O)Nc1nc(-c2ccc3c(c2)OCCO3)cs1
→ i, i, i, 5.9, -17.3, i, 68.4*, i, i, i, i
26. O=S(=O)(Nc1cccc2c1ccc1cccn12)c1cccs1
→ i, i, i, -3.7, -3.9, i, 1.8, i, ·, i, i
27. Clc1ccc(-n2nnc(-c3nccs3)n2)cc1Cl
→ i, i, i, 1.7, -2.9, i, 0.0, i, i, i, i
28. CCCCn1nc2cc(C(=O)NCc3ccc(C(F)(F)F)cc3C(F)(F)F)ccc2c1OCC
→ i, i, 6*, 1.5, -8.0, i, 0.4, i, i, i, i
29. CC1CC(C)CN(CCCNC(=O)Cn2ncc3c(=O)oc4ccccc4c32)C1 (centres undefined)
→ i, i, i, -5.6, -4.5, i, 0.3, i, i, i, i
30. CCOc1ccc(C(C)C)cc1S(=O)(=O)N1CCN(C(=O)c2ccco2)CC1
→ i, i, i, -11.8, -9.8, i, ·, i, i, i, i
31. CCCCN(Cc1cc2ccccc2[nH]c1=O)S(=O)(=O)c1ccc(C)cc1
→ i, i, i, 0.1, -3.2, i, -14.6, i, i, i, i
32. COc1ccc(NS(=O)(=O)c2cccc(Cl)c2Cl)cc1S(=O)(=O)N1CCCCC1
→ i, i, i, 31.5, -11.1, i, -0.9, i, i, i, i
33. O=C(O)c1cccc(O)c1O
→ i, i, i, -2.6, -6.6, i, 2.4, i, i, i, i
34. COc1ccc(NC(=O)Nn2cnnc2)cc1OC
→ i, i, i, -6.3, -4.7, i, 23.4, i, i, i, i
35. CCOC(=O)C1CCCN(C(=O)c2ccc([N+](=O)[O-])c(C)c2)C1 (centres undefined)
→ i, i, i, 20.7, -6.2, i, -1.6, i, i, i, i
36. Cc1cccc(OCc2nnc(SCc3nc4cc(C(F)(F)F)ccc4c(=O)[nH]3)o2)c1
→ i, i, i, 0.8, -10.3, i, -1.9, i, i, i, i
37. Cc1ccccc1OCCN1C(=O)C(=O)c2cccc(C)c21
→ i, i, i, 9.7, -2.3, i, 6.6, i, i, i, i
38. CCCC(=O)c1ccc(N2CCN(C(=O)c3ccc(Br)cc3)CC2)c(F)c1
→ i, i, i, 1.1, -14.0, i, -8.5, i, i, i, i
39. O=C(CSCc1ccc([N+](=O)[O-])cc1)Nc1ccccc1C(=O)O
→ i, i, i, 0.2, -0.6, i, -2.1, i, i, i, i
40. O=C(Nc1ccccc1C(=O)Nc1ccccn1)c1cc(F)c(F)cc1Cl
→ i, i, i, -2.6, -3.0, i, -3.7, i, i, i, i
41. CC(C)c1ccc(/C=N/NC(=O)c2nnn(-c3nonc3N)c2CSC2=NCCS2)cc1
→ i, i, i, 32.4, -9.2, i, ·, i, i, i, i
42. C/C(=C\C(=O)c1ccccc1)Nc1ccc(Cl)c(Br)c1
→ i, i, i, ·, -4.5, i, 2.2, i, i, i, i
43. O=C(COc1ccccc1Cl)NCCCNC(=O)c1cnccn1
→ i, i, i, -15.7, -6.2, i, 11.3, i, i, i, i
44. Cc1ccc(C)c(CNS(=O)(=O)c2c(C)[nH]c(C)c2C(=O)N2CCCC2)c1
→ i, i, i, -12.6, -9.4, i, -1.0, i, i, i, i
45. Cn1cnc2nc3n(c2c1=O)CCC3
→ i, i, i, -0.9, -13.3, i, 4.7, i, i, i, i
46. Oc1ccc(NC(=S)Nc2ccc(O)cc2)cc1
→ i, i, i, -3.9, -16.2, i, -1.7, i, i, i, i
47. COc1cc(-c2nc3ccccn3c2N)ccc1O
→ i, i, i, -1.4, 1.1, i, 4.8, i, i, i, i
48. CCn1c(SCC(=O)Nc2ccccc2OC)nc2ccccc2c1=O
→ i, i, i, -3.4, -5.5, i, -0.6, i, i, i, i
49. O=C(O)C1CCCC2CN3CCc4c([nH]c5ccccc45)C3C(O)C21 (centres undefined)
→ i, i, i, -0.2, -8.7, i, -0.9, i, i, i, i
50. O=C(Nc1cc(=O)[nH]c2ncnn12)c1ccc(Cl)cc1Cl
→ i, i, i, -8.1, -6.0, i, -0.4, i, i, i, i
51. CCn1c(SCc2nc3sc(C(=O)O)c(C)c3c(=O)[nH]2)nnc1-c1ccc(Cl)cc1
→ i, i, i, -14.2, -5.6, i, ·, i, i, i, i
52. COc1ccc(NC(=O)CSc2nc3ccccc3c(=O)n2CCNC(C)=O)c(OC)c1
→ i, i, i, 4.7, -15.0, i, 0.9, i, i, i, i
53. COc1ccc(NC(=O)CN(C)C(=O)c2ccc(-c3cccc(C(F)(F)F)c3)o2)cc1
→ i, i, i, -1.9, -11.4, i, 4.1, i, i, i, i
54. O=C(C[n+]1ccc(-c2cc(C(=O)Nc3cccc(C(F)(F)F)c3)c3ccccc3n2)cc1)c1cccc([N+](=O)[O-])c1
→ i, i, 7*, 8.6, -20.2, i, ·, i, i, i, i
55. COCc1cc(C)nc(NCCc2ccccc2)c1C#N
→ i, i, i, 5.5, -13.7, i, 7.6, i, i, i, i
56. COc1ccc(CCNC(=O)c2cc3c(=O)n4ccccc4nc3n(CCCN3CCOCC3)c2=N)cc1
→ i, i, i, 8.5, -18.6, i, ·, i, i, i, i
57. CCC(CC)C(=O)Nc1cc([N+](=O)[O-])ccc1F
→ i, i, i, 2.3, -1.8, i, 1.2, i, i, i, i
58. Cc1cccc(NC(=S)N/N=C2/CCCCc3ccccc32)c1
→ i, i, i, -4.0, 5.8*, i, -2.5, i, i, i, i
59. COc1cc(NC(=S)N2CCN(C)CC2)cc(OC)c1
→ i, i, i, -7.0, -6.3, i, 2.3, i, i, i, i
60. CCC(C)(C)n1nnnc1C(c1ccccc1OC)N1CCSCC1 (centres undefined)
→ i, i, i, -10.0, -7.4, i, -1.0, i, i, i, -7.08*
61. CCn1cc(C(=O)NCCCN2CCN(C)CC2)c(=O)c2cc(S(=O)(=O)N3CCc4ccccc4C3)ccc21
→ i, i, i, 15.8, -4.9, i, 2.5, i, i, i, i
62. C/C(=N\NC(N)=S)C12CC3CC(CC(C3)C1)C2
→ i, i, i, -11.4, -5.0, i, 13.4, i, i, i, i
63. COc1ccc(OC)c(S(=O)(=O)Nc2cnc3ccccc3c2)c1
→ i, i, i, -10.3, -11.1, i, -3.8, i, i, i, i
